Abeta yeast res – compounds reversing amyloid beta toxicity in yeast; yeast expressing A-beta42, growth rescue, OD600, 48 h; response scale: 0% DMSO, 100% iron-clioquinol control; Potency, µM (series often up to 46.1 µM), without a hit: at the top dose growth rescue, hits mostly activators; 0.063% of 410,000 active; AID 1347071; note: potency is the fitted concentration of half-maximal effect; nearly all actives have a fitted effect of over 55% in size
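Yeast growth medium received pinned compounds, then yeast cells expressing toxic A-beta were added; plates incubated at 30 C for 48 hr. Growth read as absorbance at 600 nm, normalized to DMSO and equimolar FeCl3 plus clioquinol controls.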
aSyn yeast inh – rescues yeast growth from alpha-synuclein toxicity | Yeast expressing alpha-synuclein, growth rescue, BacTiter-Glo, 24 h | Potency, µM (top dose mostly 46.1 µM), without a hit: at the highest dose growth rescue (activation), usual class: activators | 0.14% of 370,000 active; note: potency is the fitted concentration of half-maximal effect; % of control where 0% means no effect; nearly all actives have a fitted effect of over 65% in size
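Rescue of yeast growth: cells expressing toxic alpha-synuclein, induced in galactose at OD600 0.02, incubated with compound 24 h at 30 C. ATP luminescence quantified growth; inhibitors of toxicity appear as activators.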
PTHR1 ag – PTHR1 (human) receptor agonism | Q03431 | HEK293 GP2 PTHR1 cells, GloSensor cAMP luminescence, 1 h | Potency, µM (doses to about 115 µM), for inactives: at the highest dose activation, most hits filed as activators | 0.075% of 410,000 active | AID 743266; note: potency is the fitted concentration of half-maximal effect; nearly all actives have a fitted effect of over 55% in size; some results filed as inactive show a strong effect at the top dose; inactives centre near -15; many of its hits are not listed in these tables
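HEK-293-derived GP2 cells expressing PTHR1 and a GloSensor cAMP reporter, 3,000/well, plated overnight, given luciferin plus IBMX (each 0.5 mM as added) for 1 h at 37 °C, then compound for 1 h at 37 °C. Luminescence was read after 15 min at room temperature.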
FUS suppressor – FUS proteinopathy suppression in yeast; S. cerevisiae FUS-expressing, growth rescue, OD600, 24 h; Potency, µM (highest dose often 76.6 µM), for the others: at the top dose growth rescue (activation), hits mostly activators; 0.24% of 390,000 active; AID 1347120;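 note: potency is the fitted concentration of half-maximal effect; plate controls were DMSO vehicle for no effect and reference control for full effect; nearly all actives have a fitted effect of over 55% in size; some results filed as inactive show a strong effect at the top dose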
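Galactose (2%) drives FUS expression in yeast precultured in raffinose; seeding density OD 0.005. Test compounds incubated 24hr at 30C and 99% humidity before absorbance at 600 nm was measured.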
GLP1R inv ag – GLP-1 receptor (human) inverse agonism; P43220; HEK293 GLP-1R CRE-luciferase, luminescence, 24 h; GLP-1R form is constitutively active; Potency, µM (series often up to 38.3 µM), inactives show top-dose activity change, negative = inhibition, actives largely listed as inhibitors; 1.6% of 410,000 active; AID 624417; note: potency is the fitted concentration of half-maximal effect; % is set by controls: 0 for no effect and ±100 for the full control effect; nearly all actives have a fitted effect of over 55% in size
Target sequence (P43220 whole entry, looked up): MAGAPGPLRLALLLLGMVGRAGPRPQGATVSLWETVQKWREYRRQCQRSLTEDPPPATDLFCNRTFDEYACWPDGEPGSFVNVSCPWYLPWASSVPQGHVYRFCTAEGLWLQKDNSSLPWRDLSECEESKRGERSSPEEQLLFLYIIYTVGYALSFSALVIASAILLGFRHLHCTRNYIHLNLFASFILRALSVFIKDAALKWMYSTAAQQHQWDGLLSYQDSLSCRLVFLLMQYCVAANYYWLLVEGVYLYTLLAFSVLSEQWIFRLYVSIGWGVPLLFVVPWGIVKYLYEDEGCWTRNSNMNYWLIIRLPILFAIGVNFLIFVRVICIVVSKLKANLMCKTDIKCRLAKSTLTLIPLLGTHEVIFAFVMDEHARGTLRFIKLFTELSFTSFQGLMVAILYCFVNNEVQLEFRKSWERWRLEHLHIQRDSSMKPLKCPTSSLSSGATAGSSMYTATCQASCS
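Readout was luciferase luminescence, measured 12 min after detection reagent at room temperature. Beforehand, GLP-1R reporter HEK293 cells had sat 12 h, then received compounds for 24 hr at 37 deg C.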
HEK293 tox – cytotoxicity counter-screen for GLP-1 receptor inverse agonists. Potency, µM (top dose mostly 38.3 µM), for the others: at the top dose activity change, negative = inhibition, usual class: inhibitors. 0.13% of 410,000 active. HEK293 cAMP-luciferase reporter cells, luminescence, 24 h;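 note: loss of luciferase light is scored as toxicity; potency is the fitted concentration of half-maximal effect; % is set by controls: 0 for no effect and ±100 for the full control effect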
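Luminescence readout: signal drop marks cytotoxicity. Plated cells grew 12 h at 37 °C, 5% CO2, received 23 nL compound for 24 h, then got luciferase reagent, read after 12 min at RT.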
pAkt inh – blocks phosphorylation of Akt. AID 651550. activity change, % for hits at 50 µM. Neuro2A IGF-stimulated pAkt S473 HTRF, 20 min; active compounds read low. 0.32% of 360,000 active; in the data active = activity change below about -80%; inconclusive = mostly about -51% to -80%; note: % is set by controls: 0 for no effect and ±100 for the full control effect
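Neuro2A cells (4,500/well, DMEM with 0.5% FBS) were treated with compound at a single 50 µM final concentration, stimulated with 6 nM IGF for 20 min at 37 °C, and lysed. Phospho-Akt Ser473 was read by HTRF as 665/615 ratio ×10^4.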
TDP43 rescue – TDP-43 toxicity inhibition in yeast; TDP-43 expressing yeast growth rescue, BacTiter-Glo, 24 h; Potency, µM (titrated, usually from 46.1 µM), for the others: at the top dose growth rescue (activation), usual class: activators; 1.8% of 410,000 active; AID 652104; note: potency is the fitted concentration of half-maximal effect; % of control where 0% means no effect; nearly all actives have a fitted effect of over 50% in size
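Galactose-induced TDP-43 yeast, OD600=0.02, compound pinned; 24 hr, 30 deg C; BacTiter-Glo luminescence for growth. Inhibitors of TDP-43 toxicity read as activators.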
Mm-Cpn inhibitor – M. maripaludis TRiC chaperonin inhibition. purified Mm-Cpn ATPase, ADP Transcreener TR-FRET. Potency, µM (doses to about 76.9 µM), inactives show at the highest dose activity, negative = inhibition, usual class: inhibitors. 0.031% of 330,000 active. AID 504842; note: potency is the fitted concentration of half-maximal effect; % is set by controls: 0 for no effect and ±100 for the full control effect; nearly all actives have a fitted effect of over 80% in size
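Quantitative HTS used 25 nM Mm-CPN and 10 uM ATP in magnesium/KCl Tris buffer, pH 7.4, with 1 mM DTT. Hydrolysis ran 30 min at 37°C; ADP was read by HTRF.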
An asterisk follows results filed as active; i = inactive; ? = inconclusive; nt = not tested or not shown; [ ] = another dose, or the depositor's remark. Unless noted, calls come from the whole dose curve; as a rule, active = well fitted curve in the direction sought with a large enough effect; inconclusive = small, poorly fitted or top-dose-only effect, or another doubt; inactive = no such curve, though single readings can be large; an effect the other way counts as inactive or inconclusive.

| molecule | TDP43 rescue | FUS suppressor | GLP1R inv ag | PTHR1 ag | pAkt inh | Mm-Cpn inhibitor | Abeta yeast res | HEK293 tox | aSyn yeast inh |
| --- | --- | --- | --- | --- | --- | --- | --- | --- | --- |
| Cc1cc2oc(=O)c(CC(=O)NCCCO)c(C)c2c2occ(C(C)(C)C)c12 | -7% | 28% | -19% | -17% | i | 1% | -2% | ? | -4% |
| Cc1cc(CNC(=O)C2CCC(=O)N(CCc3cccc(F)c3)C2)nn1C (configuration not stated) | -21% | 8% | 19% | i | i | 0% | 5% | -6% | -4% |
| Cc1ccc2occ(-c3nn[nH]n3)c(=O)c2c1 | -15% | 6% | -5% | i | i | 0% | 26% | -9% | 0% |
| COc1cccc(NC(=O)CCS(=O)(=O)c2ccc(Br)cc2)c1 | 0% | -27% | -25% | i | i | 1% | 2% | -5% | 10% |
| COc1ccc(-c2cn(Cc3ccc4ccccc4c3)nn2)cc1 | -17% | -7% | 18% | -9% | i | -3% | -13% | 2% | -5% |
| COCCNC(=O)C1(C)CCN(C(=O)c2cccnc2Oc2ccccc2)C1 (configuration not stated) | 19% | -25% | 7% | -25% | i | nt | 10% | 0% | 2% |
| CCOc1ccccc1NS(=O)(=O)c1ccc2oc(=O)c3ncn(C)c3c2c1 | -14% | 14% | ? | -42%[inhibitor] | nt | nt | -20% | ? | nt |
| O=C(NCCc1ccccc1)c1nc(CS(=O)(=O)c2ccc(Cl)cc2)no1 | 10% | 4% | ? | i | i | 1% | -1% | -21% | 7% |

In another format: results already given.
Cc1ccc2occ(-c3nn[nH]n3)c(=O)c2c1
  TDP43 rescue: -15%	FUS suppressor: 6%	GLP1R inv ag: -5%	PTHR1 ag: i	pAkt inh: i	Mm-Cpn inhibitor: 0%	Abeta yeast res: 26%	HEK293 tox: -9%	aSyn yeast inh: 0%
COc1cccc(NC(=O)CCS(=O)(=O)c2ccc(Br)cc2)c1
  TDP43 rescue: 0%	FUS suppressor: -27%	GLP1R inv ag: -25%	PTHR1 ag: i	pAkt inh: i	Mm-Cpn inhibitor: 1%	Abeta yeast res: 2%	HEK293 tox: -5%	aSyn yeast inh: 10%
COc1ccc(-c2cn(Cc3ccc4ccccc4c3)nn2)cc1
  TDP43 rescue: -17%	FUS suppressor: -7%	GLP1R inv ag: 18%	PTHR1 ag: -9%	pAkt inh: i	Mm-Cpn inhibitor: -3%	Abeta yeast res: -13%	HEK293 tox: 2%	aSyn yeast inh: -5%

(further entries)
| molecule | TDP43 rescue | FUS suppressor | GLP1R inv ag | PTHR1 ag | pAkt inh | Mm-Cpn inhibitor | Abeta yeast res | HEK293 tox | aSyn yeast inh |
| --- | --- | --- | --- | --- | --- | --- | --- | --- | --- |
| CCS(=O)(=O)N1CCN(C(=O)c2cc(OC)cc(OC)c2)CC1 | -17% | 2% | 4% | i | i | -5% | -22% | 49%[activator] | 0% |
| Cc1cc(=O)oc2c(C)c(OC(C)C(=O)NCC3CCC(C(=O)O)CC3)ccc12 (configuration not stated) | 9% | -8% | 22% | -11% | i | 1% | -7% | -7% | -1% |
| CC1(C)CC(=O)/C(=C(\O)c2ccccc2)C(=NCCc2ccccc2)C1 | 1% | nt | 0% | -2% | i | 1% | 12% | -10% | 7% |
| Cc1ccc(-n2ncc(C(=O)NCc3ccc4c(c3)OCO4)c2C2CCN(C(=O)OC(C)(C)C)CC2)c(C)c1 | 9% | ? | ? | i | nt | nt | ? | 4% | nt |
| CCn1c(SCC(=O)Nc2cc(Cl)ccc2OC)nc2c([nH]c3ccccc32)c1=O | 12% | -18% | -10% | i | nt | nt | -11% | -4% | 0% |
| Cc1nc(SCC(=O)N2CCOCC2)c2c(=O)n(C)c(=O)n(C)c2n1 | -1% | 1% | 28% | i | i | -17% | 2% | -2% | 8% |
| CCOC(=O)c1cc2[nH]c3ccccc3c2[n+](-c2ccc([N+](=O)[O-])cc2)c1C | -4% | nt | 11% | -13% | i | 4% | 6% | -31% | 0% |
| CCC(=O)c1ccc(OCC(=O)Nc2nn3cnnc3s2)cc1 | 5% | 14% | -11% | -26% | i | 0% | -6% | 5% | -2% |

Retrieved by compound from the list above:
| molecule | TDP43 rescue | FUS suppressor | GLP1R inv ag | PTHR1 ag | pAkt inh | Mm-Cpn inhibitor | Abeta yeast res | HEK293 tox | aSyn yeast inh |
| --- | --- | --- | --- | --- | --- | --- | --- | --- | --- |
| CCn1c(SCC(=O)Nc2cc(Cl)ccc2OC)nc2c([nH]c3ccccc32)c1=O | 12% | -18% | -10% | i | nt | nt | -11% | -4% | 0% |
| CCOC(=O)c1cc2[nH]c3ccccc3c2[n+](-c2ccc([N+](=O)[O-])cc2)c1C | -4% | nt | 11% | -13% | i | 4% | 6% | -31% | 0% |

Next part:
| molecule | TDP43 rescue | FUS suppressor | GLP1R inv ag | PTHR1 ag | pAkt inh | Mm-Cpn inhibitor | Abeta yeast res | HEK293 tox | aSyn yeast inh |
| --- | --- | --- | --- | --- | --- | --- | --- | --- | --- |
| CC(C)=CCOc1ccc2ccc(=O)oc2c1 | 10% | -15% | 17% | -21% | i | nt | -12% | 0% | -5% |
| COc1cc(-c2[nH]ncc2CN2CCSCC2)cc(OC)c1OC | 0% | 15% | 47%[activator] | i | i | -5% | -10% | 1% | 0% |
| O=C(COC(=O)C1CCC1)Nc1ncc(Cl)cc1Cl | -17% | 4% | 18% | i | i | -2% | -4% | -8% | -6% |
| COC(=O)c1c(NC(=O)CCC(=O)O)sc(Cc2ccccc2)c1C | ? | 18% | 4% | 1% | i | 1% | 9% | -12% | ? |
| COCCCNC(=S)NC(=O)c1ccc(C)cc1 | 9% | nt | 16% | i | i | -1% | -6% | 2% | -2% |
| c1ccc(Oc2ncnc3sccc23)cc1 | 11µM* | 2% | -1%[0.307 µM] | -20% | i | -4% | -5% | -1%[0.307 µM] | -1% |
| Cc1ccc(S(=O)(=O)N2CCN(c3c([N+](=O)[O-])cc(C(F)(F)F)cc3[N+](=O)[O-])CC2)cc1 | -37%[inhibitor] | 6% | 11% | i | i | 0% | -47%[inhibitor] | 72%[activator] | 5% |
| C/C=C/C(=O)OCC(=O)Nc1c(Cl)cccc1Cl | -4% | -11% | 2% | i | nt | 2% | -8% | 7% | nt |
| Cc1ccc(S(=O)(=O)Nc2ccccc2C(N)=O)cc1 | -3% | 9% | 6% | i | i | nt | -3% | 4% | 2% |
| CC(C)(C)OC(=O)N/N=C/c1ccc(Br)cc1 | 15% | 14% | -30% | -16% | i | 1% | 8% | 8% | 4% |
| COc1cccc(-c2ccc(SCC(=O)NC3CCCCC3)nn2)c1 | ? | nt | ? | i | i | 2% | -9% | 0% | -10% |

This is a subset; the hit share may differ from the screen's.
